Bioassay records as filed in PubChem.
LYP inhibition = PTPN22 lymphoid phosphatase activity blockers – biochemical, fluorescence intensity, uHTS (AID 1779). recombinant LYP phosphatase, fluorescence intensity; higher % means a stronger effect. inhibition, % at 11.5 µM, or IC50 in µM where a hit was titrated. 290,000 compounds, 0.054% hits; in the data active = inhibition above about 50%;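 also: plate controls were vehicle with enzyme for no effect and no enzyme for full effect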
GPR35 antagonists = inhibition of zaprinast-stimulated GPR35 beta-arrestin translocation – imaging, U2OS, beta-arrestin-GFP, zaprinast agonist, primary screen (AID 2058); U2OS GPR35 beta-arrestin-GFP translocation imaging, zaprinast antagonism; higher % means a stronger effect; inhibition, % at 10 µM, or IC50 in µM where a hit was titrated; 290,000 compounds, 0.052% hits;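 active = inhibition of at least 50% with at least 30 cells and total cytoplasm GFP at most 10,000,000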
HIV fusion peptide = inhibitors of HIV fusion peptide binding, primary screen, biochemical, uHTS, fluorescence dequenching (AID 1986) | cell-free peptide binding, fluorescence dequenching, 30 min; higher % means a stronger effect | one-dose inhibition, % at 20 µM; IC50 in µM for titrated hits | 290,000 compounds, 0.3% hits; in the data active = inhibition mostly above about 52%, no sharp cut-off; inactive = mostly below about 76%; also: some results filed as inactive read as strong as hits
Siah-1 displacement = blockers of Siah-1 interaction with plectin peptide – biochemical, fluorescence polarization, rhodamine-plectin, uHTS, primary screen (AID 1817); 290,000 compounds, 0.02% hits; displacement, % at 20 µM; hits with a dose series show IC50 in µM; Siah-1 / rhodamine-plectin peptide fluorescence polarization; higher % means a stronger effect;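 active = displacement of at least 50% at 20 µM, with a fluorescence ratio check between 0.3 and a set limit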;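 also: plate controls were Siah plus tracer with DMSO for no effect and tracer alone without Siah for full effect; strong numbers were not always called active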
PhoP inhibition = inhibitors of PhoP regulon expression, primary screen, Salmonella Typhimurium, GFP reporter (AID 1863). S. Typhimurium PhoP-regulated promoter GFP reporter, 4 h; higher % means a stronger effect. inhibition, % at 50 µM; hits with a dose series show IC50 in µM. 300,000 compounds, 0.16% hits;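 active = inhibition over 29.93%, a cutoff 3 SD above the screen mean, later confirmed by dose response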;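 also: 0% = low Mg2+ inducing control and 100% = high Mg2+ repressing control; strong numbers were not always called active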
NTR1 agonist = NTR1-driven beta-arrestin-GFP spot formation – imaging, U2OS cells, high content, primary screen (AID 493036); P30989; agonist mode; activation, % at 20 µM; 330,000 compounds, 0.17% hits;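 active = activation at or above 40% of the spot to cytoplasm intensity ratio, with at least 20 cells analyzed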;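 also: 0% = DMSO without peptide and 100% = 100 nM NTR1 peptide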
Target sequence (P30989 whole entry, looked up): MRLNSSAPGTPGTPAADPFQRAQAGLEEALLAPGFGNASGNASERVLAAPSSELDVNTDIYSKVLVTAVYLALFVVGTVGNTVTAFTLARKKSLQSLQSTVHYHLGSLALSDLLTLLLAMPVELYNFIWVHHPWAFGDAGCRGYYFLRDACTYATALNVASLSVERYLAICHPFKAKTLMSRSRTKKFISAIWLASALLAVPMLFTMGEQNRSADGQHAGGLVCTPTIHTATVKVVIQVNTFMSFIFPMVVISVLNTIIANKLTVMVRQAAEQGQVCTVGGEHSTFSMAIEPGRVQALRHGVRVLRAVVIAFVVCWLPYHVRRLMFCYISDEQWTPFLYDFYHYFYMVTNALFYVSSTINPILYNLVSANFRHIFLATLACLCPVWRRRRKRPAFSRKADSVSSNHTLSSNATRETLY
MgcRacGAP inhibition = MgcRacGAP GTPase-activating activity inhibitors, confirmation, biochemical, ADP Hunter fluorescence. MgcRacGAP-stimulated Rac1 GTP hydrolysis, ADP Hunter fluorescence; higher % means a stronger effect; GST-tagged Rac1 F28L mutant substrate. 340,000 compounds, 0.6% hits. AID 624330. inhibition, % at 30 µM, or IC50 in µM where a hit was titrated;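 active = first-screen hits whose inhibition reached a set limit at any dose in the follow-up dose series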;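 also: fluorescence reports GDP produced by GAP-driven GTP hydrolysis; strong numbers were not always called active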
Myeloid diff 2 = myeloid differentiation induction; ER-HoxA9 myeloid progenitors, lysozyme-GFP differentiation, flow cytometry; calls only at 10 µM; 360,000 compounds, 1% hits; AID 624256;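 active = normalized GFP-positive differentiation at or above the plate's own cutoff, the solvent-only control mean plus 3 SD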;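 also: cells exposed to compound for four days before flow analysis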
GPR55 antagonists = inhibition of LPI-stimulated GPR55 beta-arrestin translocation – imaging, U2OS, beta-arrestin-GFP, LPI agonist, primary screen (AID 2013); U2OS GPR55 beta-arrestin-GFP translocation imaging, LPI antagonism; higher % means a stronger effect; 290,000 compounds, 0.13% hits; inhibition, % at 10 µM, or IC50 in µM where a hit was titrated;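 active = spots per cell inhibited over 60%, with over 100 cells counted and total cytoplasm intensity under 500,000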;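 also: U2OS cells stably carrying GPR55 and arrestin-GFP stimulated by 5 µM LPI near EC80; imaged beta-arrestin-GFP aggregate spots per cell after agonist stimulation; plate controls were LPI-stimulated DMSO wells for no effect and DMSO wells without LPI for full effect; some results filed as inactive read as strong as hits; confirmed hits need IC50 under 10 µM and bright autofluorescent wells are also inconclusive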
NTR1 agonist cell count 20 µM = second read-out of NTR1 agonist, no call of its own (marks repeat the call); cell count; measured here: cell count, cytotoxicity flag
Myeloid diff 2 GFP+ MAC1+ % = also measured in Myeloid diff 2; calls as there; GFP+ MAC1+ double positive, %; measured here: differentiation confirmed by MAC1 staining
* = called active by the depositor; i = inactive; x = no result given; + = active, no number. This is a subset (hit frequency here may not be typical).

structure,LYP inhibition,GPR35 antagonists,HIV fusion peptide,Siah-1 displacement,PhoP inhibition,NTR1 agonist,NTR1 agonist cell count 20 µM,MgcRacGAP inhibition,Myeloid diff 2,Myeloid diff 2 GFP+ MAC1+ %,GPR55 antagonists
CC(=O)Nc1ccc(OC(=O)N(C)c2ccc(C)cc2)cc1,-14%,-18%,-0.6%,-2%,-1%,0.3,54,4%,i,0.3,0%
O=C1NC(=O)N(Cc2ccc(F)cc2)C(=O)/C1=C\C=C\c1ccco1,-4%,6%,140%,11%,-11%,0.5,57,11%,i,0.4,-3%
CC1CCSP(=O)(Oc2ccccc2)O1 (configuration not stated),-5%,-7%,-0.5%,4%,2%,1.7,69,10%,i,1.2,9%
CC(C)Oc1cccc(NC(=O)c2cccn(Cc3ccc4c(c3)OC(F)(F)O4)c2=O)c1,11%,-12%,-0.5%,5%,0%,39,74,-2%,x,x,3%
COc1nc(C)nc(NC(=O)NS(=O)(=O)c2ccccc2Cl)n1,x,x,x,x,7%,-1.8,58,4%,i,2.8,x
CCOC(=O)Cn1cc(C=C2C(=O)N(C)C(=O)N(C)C2=O)c2ccccc21,0%,16%,58%*,-1%,-79%,1.8,53,7%,i,1.3,6%
Cc1[nH]c2ccccc2c1C(=O)CN1CC=C(c2ccccc2)CC1,-2%,-4%,-1.8%,-3%,-11%,1.2,60,3%,i,0.4,11%
COc1ccc(NC2=NCC(C)S2)cc1 (configuration not stated),-3%,-3%,0.6%,2%,-11%,1.0,90,3%,i,0.8,-11%
FC(F)(F)c1ccc(CNCCc2c[nH]c3ccccc23)cc1,-8%,-4%,-1.9%,1%,8%,0.2,72,8%,i,0.1,0%
O=C(/C=C/c1ccc(Br)cc1)NC(=S)N1C[C@H]2C[C@H](C1)c1cccc(=O)n1C2,-4%,-1%,-1.5%,-3%,3%,-1.8,97,5%,i,2.5,0%
COCCNC(=O)Cn1cc(C(=O)c2ccccc2F)c2ccccc21,3%,10%,0.6%,2%,-3%,0.5,77,7%,i,0.9,-9%
COc1c(C)cc(C(=O)C2CCCN(Cc3ccccn3)C2)cc1C (configuration not stated),-8%,5%,0.1%,-2%,9%,3.2,57,13%,i,0.2,18%
CCC(=NCCc1c[nH]c2ccccc12)c1c(O)n(-c2ccc(C)cc2)c(=O)[nH]c1=O,-8%,-14%,-1.2%,0%,-5%,0.7,62,1%,i,0.5,-10%
CCOc1cc2c(cc1OCC)-n1cccc1C(c1cc(OC)ccc1F)NC2 (configuration not stated),4%,3%,0.7%,-3%,-5%,2.2,81,7%,i,0.5,6%
Cc1c2cnn(CC(=O)N3CCC4(CC3)OCCO4)c(=O)c2c(C)n1Cc1ccccc1,-1%,-3%,-1.0%,0%,-8%,-1.0,56,12%,i,1.5,-4%
COC(=O)c1cccc(NC(=O)N2C[C@H]3C[C@@H](C2)c2cccc(=O)n2C3)c1,-3%,-1%,2.3%,1%,3%,-0.4,87,3%,i,2.2,5%
[N-]=[N+]=NCCN1CCC(O)CCC1=O (configuration not stated),-12%,8%,2.8%,7%,8%,1.3,85,4%,i,1.4,-15%
Cc1oc(-c2ccccc2Cl)nc1CN1C(=O)CN=C(c2ccccc2)c2ccccc21,-4%,-9%,-1.5%,-3%,16%,10,48,10%,i,4.5,25%
CSc1ccc(CN2CCN(c3ccccc3C)CC2)cc1,-11%,-16%,-1.1%,14%,0%,2.2,45,23%,i,0.2,-13%
CCOc1ccc(N2C(=O)/C(=C/c3ccc(C)o3)C(=O)NC2=S)cc1,5%,-10%,32%,-1%,-11%,0.1,39,30%,i,0.9,-10%
CSc1nnc(C2CCNCC2)n1C,2%,12%,0.7%,2%,2%,1.4,62,7%,i,1.3,16%
Cc1ccc(N=C(N(C)C)P(=O)(N(C)C)N(C)C)cc1,-14%,3%,-1.0%,-5%,3%,-0.7,53,6%,i,0.0,-3%
CC(Cc1ccccc1)NCc1ccccc1O (configuration not stated),0%,-4%,0.8%,-3%,40µM*,-1.3,56,5%,i,0.2,5%
C[C@H](NC(=O)N1C[C@H]2C[C@@H](C1)c1cccc(=O)n1C2)C(=O)Nc1cccc(F)c1,-2%,8%,1.6%,1%,-6%,-2.2,86,-4%,i,1.2,4%
N#CCCn1cc(C(=O)NCc2ccccc2)c(-c2ccc3c(c2)OCCO3)n1,-5%,4%,2.9%,3%,-3%,-0.5,42,9%,i,0.3,-3%
N#CC12CNCC1CN=N2 (configuration not stated),-2%,7%,1.6%,0%,-1%,x,x,7%,i,0.4,2%
O=C(Nc1ccccc1)c1c(O)[nH]c(=O)[nH]c1=O,x,x,x,x,-10%,0.3,102,1%,i,2.0,x
CCC(C)C1NC(=O)C(C(C)=O)=C1O (configuration not stated),-7%,-9%,1.2%,10%,2%,2.9,99,1%,i,3.6,7%
Fc1ccc(C2N3CCCN23)cc1 (configuration not stated),-8%,6%,-2.2%,-7%,7%,-0.3,48,9%,i,0.9,-9%
Cc1cc(C=O)c(C)n1C(C)C,-5%,7%,-0.5%,-4%,2%,0.0,51,2%,i,0.7,2%
CCCC1=C(C(=O)OCC)C2(C(=O)Nc3ccc(C)cc32)C(C#N)=C(N)O1 (configuration not stated),-6%,5%,-1.8%,-3%,-10%,-2.0,82,5%,i,2.2,-3%
CCOC(=O)C(=O)NC1CCSC1=O (configuration not stated),-7%,-7%,0.6%,2%,-5%,-0.9,41,0%,i,6.4,-9%
NC1=C([N+](=O)[O-])C(c2ccc3c(c2)OCO3)c2c(c3ccccc3oc2=O)O1 (configuration not stated),2%,0%,34%,7%,2%,1.1,51,x,x,x,-3%
Cn1c(=O)n(C)c2cc([N+](=O)[O-])c(N3CCNCC3)cc21,-4%,-2%,-0.3%,6%,1%,2.2,60,5%,i,0.2,6%
Clc1ccccc1CN1CCN(c2cccc3[nH]ccc23)CC1,-4%,8%,-2.6%,0%,-4%,1.4,47,x,i,0.5,11%
CSc1nnc([C@@H](N)Cc2c[nH]c3ccccc23)o1,-4%,14%,-0.6%,2%,0%,-1.5,48,8%,i,0.3,17%
CN1OCC2Cn3c(nc4ccccc43)C21 (configuration not stated),-12%,-10%,-2.9%,2%,-7%,6.3,102,3%,i,3.2,-9%
NC(N)=N/N=C/c1cn(-c2ccccc2)nc1-c1cccs1,-11%,6%,0.6%,-2%,-3%,2.6,15,28%,i,0.6,46%
CCOC(=O)c1ccc2[nH]c(-c3ccc(S(=O)(=O)F)cc3)cc(=O)c2c1,2%,16%,-1.8%,17%,-6%,0.6,55,x,+,5.4*,7%
CCC(=O)N1CC(=O)Nc2ccc(Br)cc2C1c1ccccc1 (configuration not stated),-10%,-4%,-1.8%,-3%,-2%,-0.7,79,6%,i,0.6,8%
C#C[C@@]1(O)CCC2C3CCC4=C/C(=N/OCC(=O)NC(CCC(N)=O)C(=O)O)CC[C@]4(C)C3CC[C@@]21C (some centres not stated),-4%,-14%,1.3%,-1%,-5%,-0.1,96,11%,i,1.1,-9%
CC(C)OP(=O)(OC(C)C)C(O)c1cccnc1 (configuration not stated),4%,1%,1.8%,2%,-7%,-0.8,76,10%,i,1.3,-2%
Cc1ccc(OCC(=O)NCCN2CCN(C(=O)COc3ccc(C)cc3)CC2)cc1,-18%,0%,1.5%,-4%,2%,-1.9,47,2%,i,1.0,13%
Cc1[nH]c2ccccc2c1C1=CCNCC1,-5%,5%,-0.9%,-6%,39%,-1.5,59,13%,i,4.2,-24%
Cc1ccc(NP(=O)(Nc2ccc(C)cc2)Oc2ccccc2)cc1,21%,-14%,-1.6%,25%,8%,12,50,8%,i,0.5,12%
CNC(=O)Oc1ccc(-c2cn3cc(C)ccc3n2)cc1,-3%,4%,-0.2%,-4%,-2%,1.3,52,40%,i,0.6,-6%
O=C(c1cc(S(=O)(=O)N2CCCCC2)ccc1F)N1CCC2(CC1)OCCO2,0%,-11%,-1.9%,0%,-8%,-1.4,47,5%,i,5.3,10%
OC(CNCCc1c[nH]c2ccccc12)C(F)(F)F (configuration not stated),-6%,3%,-1.0%,2%,-2%,1.7,52,3%,i,0.3,0%
C/C=C/CC1(CC)C(=O)NC(=S)NC1=O,-3%,8%,1.3%,-2%,-2%,-2.1,85,2%,i,0.9,1%
O=C(c1c[nH]c2ccc(S(=O)(=O)N3CCOCC3)cc2c1=O)N1CCC2(CC1)OCCO2,-8%,-2%,0.5%,-6%,-2%,-0.4,35,10%,i,0.6,1%
C=Cn1ccnc1P(=S)(c1cc(N(CC)CC)ns1)c1nccn1C=C,3%,5%,1.4%,4%,15%,0.0,58,9%,i,1.0,-6%
O=C(Cc1ccccc1)OCCNC(=O)c1cccnc1,-8%,-12%,3.9%,2%,-8%,-1.6,32,2%,i,0.8,10%
CN1CCN(Cc2ccc(N)cc2)CC1,-1%,-8%,-0.2%,4%,0%,-0.3,39,3%,i,0.5,17%
CC[N+](CC)(CC)CC,-5%,-9%,-1.1%,0%,-5%,0.2,60,5%,i,1.3,-4%
CCN(CC)P(=S)(c1c(C)nc2ccccn12)c1c(C)nc2ccccn12,-4%,-5%,-1.1%,3%,-3%,1.0,42,9%,i,0.5,-10%
O=S(=O)(c1ccc(O)cc1)c1ccc(O)cc1,-8%,-6%,0.3%,9%,10%,-0.4,89,4%,x,x,11%

Gathered by group: those above with a nitro group on carbon
structure,LYP inhibition,GPR35 antagonists,HIV fusion peptide,Siah-1 displacement,PhoP inhibition,NTR1 agonist,NTR1 agonist cell count 20 µM,MgcRacGAP inhibition,Myeloid diff 2,Myeloid diff 2 GFP+ MAC1+ %,GPR55 antagonists
NC1=C([N+](=O)[O-])C(c2ccc3c(c2)OCO3)c2c(c3ccccc3oc2=O)O1 (configuration not stated),2%,0%,34%,7%,2%,1.1,51,x,x,x,-3%
Cn1c(=O)n(C)c2cc([N+](=O)[O-])c(N3CCNCC3)cc21,-4%,-2%,-0.3%,6%,1%,2.2,60,5%,i,0.2,6%
